Compound activity as filed in PubChem.
DT40 TDP1 CPT: DT40-hTDP1 cell growth loss with CPT. chicken DT40 Tdp1-/-;hTDP1 cells + 20 nM CPT, ATP luminescence, 48 h. Potency, µM (highest dose often 46.2 µM), for inactives: top-dose activity change, negative = growth inhibition, most hits filed as inhibitors. hit rate 12% among 420,000. AID 686979; also: nearly all actives have a fitted effect of over 55% in size
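Chicken DT40 Tdp1-/- cells complemented with human TDP1, 400 cells/well, exposed to compounds plus 20 nM camptothecin for at least 48 h at 37 C; viability read as ATP content by CellTiter-Glo luminescence.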
FEN1 inhibitor: inhibitors of human flap endonuclease 1; P39748; Recombinant FEN1 flap cleavage, fluorescence, 15 min; Potency, µM (highest dose often 114 µM), without a hit: at the highest dose activity change, negative = inhibition, most hits filed as inhibitors; hit rate 0.35% among 390,000; AID 588795; also: nearly all actives have a fitted effect of over 65% in size
Target sequence (P39748 whole entry, looked up): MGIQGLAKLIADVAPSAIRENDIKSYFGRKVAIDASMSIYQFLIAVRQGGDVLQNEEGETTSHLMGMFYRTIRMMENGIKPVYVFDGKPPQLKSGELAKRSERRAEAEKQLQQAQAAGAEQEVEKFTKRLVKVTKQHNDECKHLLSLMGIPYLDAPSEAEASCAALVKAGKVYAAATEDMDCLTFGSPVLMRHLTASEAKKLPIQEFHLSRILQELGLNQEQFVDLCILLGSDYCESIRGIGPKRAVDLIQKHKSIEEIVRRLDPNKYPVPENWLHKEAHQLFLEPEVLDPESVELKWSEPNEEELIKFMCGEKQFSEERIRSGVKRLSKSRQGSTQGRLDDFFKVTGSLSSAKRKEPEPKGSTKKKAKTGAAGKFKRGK
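Read-out was taken twice, immediately and after 15 min, following addition of 50 nM substrate to 10 nM FEN1 that had sat with test compound for 15 min at room temperature. Curves came from a four-parameter Hill model.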
N370S GC: inhibits or activates N370S mutant glucocerebrosidase; N370S GC spleen homogenate, 4MU-glucoside fluorescence; Potency, µM (highest dose often 59.4 µM), inactives show at the highest dose activity change, negative = inhibition, actives largely listed as inhibitors; hit rate 0.092% among 330,000; AID 2101;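 also: 0% = full enzyme activity and -100% = no enzyme basal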
The depositor's hits bear a star; ? = inconclusive; / = not tested or not shown; & = joins results of further samples. Calls follow the shape of the dose curve; as a rule, active = well fitted curve in the direction sought with a large enough effect; inconclusive = small, poorly fitted or top-dose-only effect, or another doubt; inactive = no such curve, though single readings can be large; an effect the other way counts as inactive or inconclusive. Unless noted, % is scaled to controls: 0 for no effect and ±100 for the full control effect; potency is read from the fitted curve at half-maximal effect.

SMILES	DT40 TDP1 CPT	FEN1 inhibitor	N370S GC
NC(=O)Cn1c(=O)oc2ccccc21	4%	5%	1%
Cc1occc1C(=O)NNC(=O)c1ccc(Br)o1	0%	-1%	-8%
CC(=O)c1ccc(N2C(=O)N(Cc3cccc(C(F)(F)F)c3)c3ccccc3S2(=O)=O)cc1	16µM*	-4%	/
Cc1cc(C)n(-c2nc3ccccc3nc2Nc2ccc(Cl)cc2Cl)n1	0%	6%	/
CCOC(=O)CN1C(c2ccc(O)cc2)Nc2ccc(Br)cc2C1c1ccccc1 (configuration not stated)	15µM*	-24%	-11%
CCCC(=O)N(c1ccc2oc(=O)sc2c1)S(=O)(=O)c1cccs1	?	3%	-18%
COc1ccc(Nc2nccc(-c3cccc(N)c3)n2)cc1	?	-8%	-9%
NC(=O)c1cc(C(=O)c2cccc(Cl)c2Cl)c[nH]1	?	1%	4%
COc1ccccc1-c1c(C)nn2c(N3CCC4(CC3)OCCO4)cc(C)nc12	-29%	-11%	4%
COCCNC(=O)CN(C(=O)c1ccc(N2CCCC2)nc1)c1ccc(Cl)cc1	?	16%	-9%
Cc1noc(C)c1S(=O)(=O)N(C)C[C@H]1Oc2c(cccc2N(C)C)C(=O)N([C@H](C)CO)C[C@@H]1C	-18%	8%	/
CCCc1nnc(NC(=O)CS(=O)(=O)c2ccccc2)s1	-18%	1%	1%
Cc1ccccc1CN1C(=O)c2ccccc2S(=O)c2ccc(C(=O)NCCCN3CCOCC3)cc21 (configuration not stated)	-23%	7%	-26%
O=C(CNC(=O)c1ccccc1)NCC(=O)OCC(=O)c1ccccc1Cl	1%	5%	-2%
OCC[C@@H]1C[C@@H](O)[C@H](O)[C@@]2(OCc3ccccc32)O1	3%	-16%	-5%
COc1ccc2c(CNCCc3cccs3)c(C(=O)O)n(Cc3ccccc3C)c2c1	8.2µM*	6%	/
Cc1coc2cc3oc(=O)c(CC(=O)NCc4ccc(F)cc4)c(C)c3cc12	6.5µM*	9%	/
CC1(c2ccccc2)NC(=O)N(CC(=O)Nc2ccccc2C(=O)NC2CC2)C1=O (configuration not stated)	-18%	0%	-10%
CCOC(=O)C1CCN(S(=O)(=O)c2cc3c(cc2C)NC(=O)CO3)CC1	1%	19%	1%
Cc1cc(=O)oc(C)c1C(=O)NCCCN1CCN(c2ccccc2F)CC1	-17%	-5%	-4%
O=C(CNC(=O)c1ccco1)OCC(=O)c1ccc(Cl)cc1	7%	18%	3%
CCCN1Cc2cccc(C(=O)Nc3ccc(CC)cc3)c2C1=O	-25%	0%	7%
Oc1ccccc1NCC(O)Cn1ccc2ccccc21 (configuration not stated)	16µM*	-17%	-4%
COC(=O)c1sccc1NC(=O)c1cc(-c2ccc(C)cc2C)nc2ccccc12	?	1%	0%
COc1ccc(-n2nc(C(=O)NCC(=O)N3CCN(c4ccccc4OC)CC3)c3ccccc3c2=O)cc1OC	?	-9%	0%

Remaining list, next part.
SMILES	DT40 TDP1 CPT	FEN1 inhibitor	N370S GC
Cc1ccccc1NC(=O)NCCc1nc2ccccc2[nH]1	-21%	1%	-3%
Cc1ccc(N2C(=O)N(CC(=O)Nc3cc(F)ccc3C)C(=O)C2C)cc1 (configuration not stated)	1%	0%	-23%
CCCC(=O)Nc1sc(C)c(C)c1C(=O)Nc1cccc(C)c1	-13%	1%	7%
CCN1C(=O)/C(=c2\sc3nc(=O)c(Cc4ccccc4)nn3c2=O)c2ccccc21	14%	3%	3%
CCOc1cc(NC(=S)NC)c(OCC)cc1NC(=O)c1ccc(OC)cc1	-14%	-7%	-8%
COc1ccc(CN(Cc2ccc(OC)cc2)C(=O)c2cccs2)cc1	-25%	-2%	6%
COc1ccc(NC2CC(=O)N(c3ccccc3)C2=O)cc1 (configuration not stated)	-4%	0%	3%
COc1c(C(=O)NC(=S)Nc2nnn(C)n2)cc2ccccc2c1Br	-28%	-2%	0%
COc1ccc(C(C(=O)NC2CCCC2)N(C(=O)c2csnn2)C2CCCC2)cc1 (configuration not stated)	4%	-3%	-3%
CN1C(=O)C(C)(C)c2cc(S(=O)(=O)N3CCN(c4ccccc4)CC3)ccc21	?	-18%	-14%
Cc1ccc(C2CC(c3cccs3)=NN2C(=O)CSc2nc3ccccc3o2)cc1 (configuration not stated)	15µM*	-15%	8%
O=S1(=O)CC/C(=N\Nc2ccc(F)cc2)c2ccsc21	?	-9%	-2%
COc1cc2c(C(=O)N3CCN(Cc4ccc5c(c4)OCO5)CC3)cn(C)c(=O)c2cc1OC	-22%	-4%	-18%
Cc1cccc(NC(=O)CSc2cn(CC(=O)N3CCCC3)c3ccccc23)c1C	-27%	-6%	/
O=C(CCS(=O)(=O)c1ccc(Cl)cc1)Nc1nccs1	?	10%	-3%
COC(CNC(=O)c1ccc2c(c1)ncn2-c1ccc(C)cc1C)OC	26%	14%	-3%
CCn1c2ccccc2c2nnc(SCCCn3c(=O)[nH]c4ccccc43)nc21	?	-13%	5%
O=C1CC(N2CCC(c3nc4ccccc4[nH]3)CC2)C(=O)N1c1ccccc1F (configuration not stated)	26µM*	4%	-3%
CCCn1nc(NS(=O)(=O)c2cccc3nonc23)c2cc3ccccc3nc21	-19%	14%	0%
O=C(CCc1n[nH]c(=O)[nH]c1=O)N1CCCCC1	-13%	-8%	-5%
O=C1NC(=Nc2ccccc2)S/C1=C\C=C\c1ccco1	8.2µM*	?	7%
CCOC(=O)c1c(C)n(CCNC(C)=O)c2ccc(O)cc12	6%	-11%	4%
COc1cccc(C2c3[nH]c4ccccc4c3C[C@H]3C(=O)N(CCCCCO)CC(=O)N23)c1 (some centres not stated)	-18%	13%	-13%
CCc1nc(-c2cc(S(=O)(=O)N3CCN(c4ccccc4OC)CC3)ccc2OC)no1	-27%	15%	/
Cc1cc(=O)[nH]c2c3ccccc3nn12	-4%	7%	10%

Record cards, from the list above. Screens in order: DT40 TDP1 CPT | FEN1 inhibitor | N370S GC
`CCCN1Cc2cccc(C(=O)Nc3ccc(CC)cc3)c2C1=O` in the list: -25% | 0% | 7%
`O=C(CNC(=O)c1ccccc1)NCC(=O)OCC(=O)c1ccccc1Cl` in the list: 1% | 5% | -2%
`Cc1coc2cc3oc(=O)c(CC(=O)NCc4ccc(F)cc4)c(C)c3cc12` in the list: 6.5µM* | 9% | /
`OCC[C@@H]1C[C@@H](O)[C@H](O)[C@@]2(OCc3ccccc32)O1` in the list: 3% | -16% | -5%
`Cc1occc1C(=O)NNC(=O)c1ccc(Br)o1` in the list: 0% | -1% | -8%

The listing picks up, repeating the 3 entries before the break.
SMILES	DT40 TDP1 CPT	FEN1 inhibitor	N370S GC
COc1cccc(C2c3[nH]c4ccccc4c3C[C@H]3C(=O)N(CCCCCO)CC(=O)N23)c1 (some centres not stated)	-18%	13%	-13%
CCc1nc(-c2cc(S(=O)(=O)N3CCN(c4ccccc4OC)CC3)ccc2OC)no1	-27%	15%	/
Cc1cc(=O)[nH]c2c3ccccc3nn12	-4%	7%	10%
CCOC(=O)c1ccc[n+](CC(=O)Nc2ccccc2OC(F)F)c1	-13%	5%	1%
CCC(C)CCCCNC1=NCCS1 (configuration not stated)	-9%	-1%	8%
COCCNC(=O)/C(C#N)=C/C=C/c1ccccc1[N+](=O)[O-]	10µM*	-1%	-4%
CCOC(=O)c1c(NC(=O)COc2ccccc2F)sc2c1CCCC2	?	-13%	/
CC1(C)CC(=O)C(N=Nc2ccc(-c3ccccc3)cc2)=C(O)C1	-3%	-4%	-3%
C1CN(c2nc3nonc3nc2N2C[C@H]3CC[C@H]2C3)CCS1	-4%	0%	9%
COc1ccc(CN2CCN(c3nc4ccccc4s3)CC2)cc1	?	-2%	-7%
C/C(=N\Nc1nc(C)cc(C)n1)c1ccc(C)o1	4%	-2%	-15%
CCC(CC)C(=O)OCC(=O)C1(O)CCC2C3CCC4=CC(=O)CCC4(C)C3C(O)CC21C (configuration not stated)	-26%	-6%	/
COc1ccc(CNC(=O)C2=CC(c3ccc(OC)c(OC)c3)=NS(=O)(=O)N2C)cc1	?	4%&-20%	-9%
COc1cccc(C(C)NC(=S)NCc2ccc(Cl)cc2)c1 (configuration not stated)	16%	1%	-3%
Cc1ccccc1NC(=O)Cn1nc(-c2ccc(Cl)s2)ccc1=O	6%	11%	0%
O=S(=O)(c1ccc(SCCO)nc1)N1CCOCC1	5%	-10%	/
CCOc1ccc(NCC2CCOC(C)(C)C2)cc1 (configuration not stated)	-25%	-2%	2%
CC(C(=O)Nc1ncccn1)(c1ccccc1)c1ccccc1	7%	-2%	7%
Cc1ccc(-n2ncc3c2CC(C)(C)CC3NC(=O)CN2CCCC2=O)cc1 (configuration not stated)	-26%	15%	-8%
CCOC(=O)N1CCN(c2nc(-c3ccc(Cl)cc3)cs2)CC1	-26%	-7%	29%
CC12CCCCC1C(C(N)=O)C(=O)O2 (configuration not stated)	-6%	-3%	/
Cc1ccc(SCc2c(C(=O)N/N=C/c3cccnc3)nnn2-c2nonc2N)cc1	?	-18%	-11%
CCOc1cc(N2CCOCC2)c(OCC)cc1NC(=O)c1ccc(S(=O)(=O)N2CC(C)OC(C)C2)cc1 (configuration not stated)	?	16%	/
CN(C)c1ccnc(Oc2ccc(C(C)(C)C)cc2)c1C#N	?	-9%	?
CC(C)NC(=O)C1CCN(C2CCN(C(=O)Cc3ccc4c(c3)OCO4)CC2)CC1	-17%	0%	16%
CN(CC(=O)Nc1ccccc1Br)C(=O)c1cc([N+](=O)[O-])ccc1N1CCOCC1	-36%	14%	-3%
O=C(O)CCCCn1c(SCc2cc(=O)n3cc(Cl)ccc3n2)nc2ccsc2c1=O	?	-19%	-3%
CCCC(=O)c1ccc(OCc2cn(CC(=O)c3ccc(O)cc3)nn2)cc1	-30%	5%	/

Additional records follow.
SMILES	DT40 TDP1 CPT	FEN1 inhibitor	N370S GC
O=C(CN(C1CCCCC1)S(=O)(=O)c1ccc(Br)cc1)NCc1cccnc1	-7%	3%	-12%
O=C(CCc1c[nH]c2ccccc12)NC(Cc1c[nH]c2ccccc12)C(=O)O (configuration not stated)	-24%	15%	1%
Cc1ccccc1C(=O)Nc1cccc(-c2ccc(N3CCOCC3)nn2)c1	?	8%	-1%
CCOC(=O)c1cccnc1SCC(=O)N(CC)c1cccc(C)c1	23µM*	12%&-15%	8%
COc1cc(CCCN2C(=S)NC[C@@H]2CCCCN)cc(OC)c1OC	-14%	8%	-6%
O=C(NC1CCCCCC1)C(=O)NC1CC1	?	-3%	-17%
CCOC(=O)c1ccc(N/C=C/C(=O)C(C)(C)C)cc1	-12%	1%	2%
CCNC(=S)NNC(=O)CC(C)C	1%	9%	2%
CCOc1ccc(S(=O)(=O)Nc2cccc(C(=O)N(C)CC(=O)Nc3cccc(OC)c3)c2)cc1	-11%	-8%	-8%
COc1ccc(NC(=O)CC2C(=O)N(c3ccc(F)cc3)C(=O)N2Cc2cccnc2)cc1 (configuration not stated)	?	-1%	/
CC(C)(C)NC(=O)CSc1nncn1NCc1ccccc1	-5%	8%	3%
CN(C)c1ccc(/C=C/c2ccnc3ccc(F)cc23)cc1	13µM*	12%	/
N#C/C(=C\c1cccnc1)c1ccc([N+](=O)[O-])cc1	?	-10%	6%
CCCCCCCNC(=O)C1(CC2CC(c3cccc(Br)c3)=NO2)CCN(C(=O)C2CCCC2)CC1 (configuration not stated)	21µM*	14%	-2%
Oc1ccc(/C=N/N2CCN(C3c4ccccc4-c4ccccc43)CC2)c(O)c1	10%	-22%	-2%
CN1CCSc2ccc(C(=O)Nc3cc(F)ccc3F)cc21	-12%	-12%	21%
O=C(NNC(=O)c1cccs1)c1ccc(Cl)c([N+](=O)[O-])c1	13%	1%	-26%
COc1cccc2cc(C(=O)N3CCCCCCC3)c(=O)oc12	-4%	-4%	1%
COc1ccc(F)cc1S(=O)(=O)Nc1ccc2c(c1)CCCN2C(=O)c1cccs1	?	-19%	/
O=C(O)C1C2C=CC(C2)C1C(=O)Nc1cccc(C(=O)N2CCCCC2)c1 (configuration not stated)	13%	-9%	0%
CCCCS(=O)(=O)Nc1ccc2cn[nH]c2c1	3%	0%	1%
COc1ccccc1CNCc1ccc(OC)c(OC)c1OC	?	0%	-2%
O=CN1CCN(C(=O)c2ccc([N+](=O)[O-])cc2)CC1	0%	1%	-1%
CCCCN(CCCNC(=O)c1cc(Nc2ccccc2OC)nc2ccccc12)c1ccccc1	?	-23%	/
COc1ccc(Nc2nc3ccccc3c3nnc(C)n23)cc1Cl	10µM*	?	/
O=C(c1cc(Br)ccc1Cl)N1CCN(c2ccc(N3CCOCC3)nn2)CC1	-3%	-2%	4%
CCOc1ccc(C2c3cc(OC)c(OC)cc3CC(=O)N2c2ccccc2)cc1 (configuration not stated)	-14%	-13%	14%
Cc1cc(C)nc(SCC(=O)c2c(N)n(C)c(=O)n(C)c2=O)n1	-18%	-9%	0%

Taken from above.
CCCCCCCNC(=O)C1(CC2CC(c3cccc(Br)c3)=NO2)CCN(C(=O)C2CCCC2)CC1 (configuration not stated) @ DT40 TDP1 CPT = 21µM*
COc1ccc(Nc2nc3ccccc3c3nnc(C)n23)cc1Cl @ DT40 TDP1 CPT = 10µM*
CC(C)(C)NC(=O)CSc1nncn1NCc1ccccc1 @ DT40 TDP1 CPT = -5%

Not all compounds are listed (hit frequency here may not be typical).
